Rac1 GTP hydrolysis = MgcRacGAP GTPase-activating activity inhibitors, confirmation, biochemical, ADP Hunter fluorescence; MgcRacGAP-stimulated Rac1 GTP hydrolysis, ADP Hunter fluorescence; higher % means a stronger effect; GST-tagged Rac1 F28L mutant substrate; inhibition, % at 30 µM, or IC50 in µM where a hit was titrated; actives 0.6% (n = 340,000); AID 624330;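 active means first-screen hits whose inhibition reached a set limit at any dose in the follow-up dose series; inconclusive means inhibition above the set first-screen limit but never retested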;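 further: fluorescence reports GDP produced by GAP-driven GTP hydrolysis; strong numbers were not always called active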
GPR55 activation = selective activators of receptor GPR55 – imaging, U2OS cells, beta-arrestin-GFP redistribution, primary screen (AID 1961); actives 0.048% (n = 290,000); U2OS GPR55 beta-arrestin-GFP redistribution imaging; higher % means a stronger effect; activation, % at 10 µM; hits with a dose series show EC50 in µM;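 active means activation above 40% with more than 50 cells counted in the well; inconclusive means wells holding fewer than 50 cells, flagged as toxic or sparse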;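 further: U2OS osteosarcoma cells stably expressing GPR55 and beta-arrestin-GFP; plate controls were DMSO negative control for no effect and LPI positive control for full effect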
Large T inhibition = TAg ATPase/helicase activity blockers – biochemical (AID 1903). SV40 large T antigen ATPase/helicase inhibition assay; higher % means a stronger effect. one-dose inhibition, % at 20 µM; IC50 in µM for titrated hits. actives 0.39% (n = 310,000); in the data active means a potency from the dose series; inconclusive means inhibition mostly from about 32% at the one dose, without a potency; inactive means the rest, 99 in 100 with inhibition below about 32%; further: strong numbers were not always called active
Dengue-2 NS5 capping = flavivirus cap methylation enzyme inhibition – biochemical, confirmation dose response, primary screen (AID 588689) | actives 0.3% (n = 340,000) | Dengue-2 NS5 methyltransferase capping enzyme assay, biochemical; higher % means a stronger effect | one-dose inhibition, % at 25 µM; IC50 in µM for titrated hits; in the data active means a potency from the dose series; inconclusive means inhibition above about 29% without an active follow-up result
NTR1 ag = agonists of NTR1, primary screen, imaging, U2OS cells, beta-arrestin-GFP, high content (AID 493036); actives 0.17% (n = 330,000); NTR1-U2OS beta-arrestin-GFP spot imaging, agonist mode; P30989; activation, % at 20 µM;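 active means activation at or above 40% of the spot to cytoplasm intensity ratio, with at least 20 cells analyzed; inconclusive means wells under 20 cells, flagged as cytotoxic or low count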;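 further: 0% = DMSO without peptide and 100% = 100 nM NTR1 peptide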
Target sequence (P30989 whole entry, looked up): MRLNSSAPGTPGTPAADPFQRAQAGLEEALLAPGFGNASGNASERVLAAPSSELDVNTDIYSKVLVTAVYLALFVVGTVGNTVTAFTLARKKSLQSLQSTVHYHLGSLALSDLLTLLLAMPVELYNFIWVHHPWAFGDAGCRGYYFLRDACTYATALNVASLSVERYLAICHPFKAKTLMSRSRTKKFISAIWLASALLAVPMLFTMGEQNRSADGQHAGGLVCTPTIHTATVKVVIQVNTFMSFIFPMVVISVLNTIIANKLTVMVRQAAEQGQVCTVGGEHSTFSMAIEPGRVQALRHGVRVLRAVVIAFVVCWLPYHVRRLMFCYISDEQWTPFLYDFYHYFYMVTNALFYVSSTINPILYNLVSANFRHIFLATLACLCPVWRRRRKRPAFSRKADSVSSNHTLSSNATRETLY
GPR55 LPI antagonism = inhibition of LPI-stimulated GPR55 beta-arrestin translocation – imaging, U2OS, beta-arrestin-GFP, LPI agonist, primary screen (AID 2013) | U2OS GPR55 beta-arrestin-GFP translocation imaging, LPI antagonism; higher % means a stronger effect | inhibition, % at 10 µM, or IC50 in µM where a hit was titrated | actives 0.13% (n = 290,000);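 active means spots per cell inhibited over 60%, with over 100 cells counted and total cytoplasm intensity under 500,000; inconclusive means wells with under 100 cells, flagged as likely toxic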;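 further: U2OS cells stably carrying GPR55 and arrestin-GFP stimulated by 5 µM LPI near EC80; imaged beta-arrestin-GFP aggregate spots per cell after agonist stimulation; plate controls were LPI-stimulated DMSO wells for no effect and DMSO wells without LPI for full effect; some results filed as inactive read as strong as hits; confirmed hits need IC50 under 10 µM and bright autofluorescent wells are also inconclusive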
GPR35 arrestin U2OS = GPR35 antagonists blocking zaprinast-driven arrestin recruitment, primary screen, imaging, U2OS, beta-arrestin-GFP, zaprinast agonist (AID 2058); U2OS GPR35 beta-arrestin-GFP translocation imaging, zaprinast antagonism; higher % means a stronger effect; inhibition, % at 10 µM, or IC50 in µM where a hit was titrated; actives 0.052% (n = 290,000);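 active means inhibition of at least 50% with at least 30 cells and total cytoplasm GFP at most 10,000,000; inconclusive means under 30 cells or total GFP of 10,000,000 plus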
Yfh1-off respiration = enhancers of respiration in Yfh1-depleted yeast, dose response, Friedreich's ataxia, plus single-dose screen (AID 1465) | S. cerevisiae Yfh1-off respiration, WST-1 reduction, 72 h; higher fold induction means a stronger effect | fold induction at 50 µM; hits with a dose series show EC50 in µM | actives 0.074% (n = 220,000);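 active means fold induction of absorbance versus untreated yeast above a set limit, then at least 30% activation at any dose in follow-up; inconclusive means repeats straddling the limit, or above it without dose testing; inactive means fold induction below the set limit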;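 further: activators that raise dye reduction in frataxin-depleted yeast; strong numbers were not always called active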
AID2073 = disruptors of CaV2.2 binding to Mint1 – biochemical, HTRF (AID 2073); HTRF protein-protein interaction, Mint1-CaV2.2; higher % means a stronger effect; one-dose inhibition, % at 20 µM; IC50 in µM for titrated hits; actives 0.19% (n = 290,000); in the data active means inhibition mostly above about 51%, no sharp cut-off; inconclusive means no clear call, values can overlap the other calls; inactive means mostly below about 53%; further: some results filed as inactive read as strong as hits
NTR1 ag cell count 20 µM = further read-out of NTR1 ag, marked with its call; cell count; measured here: cell count, cytotoxicity flag
* = called active by the depositor; i = inactive; ? = inconclusive; / = no result given.

Values in the order – Rac1 GTP hydrolysis	GPR55 activation	Large T inhibition	Dengue-2 NS5 capping	NTR1 ag	NTR1 ag cell count 20 µM	GPR55 LPI antagonism	GPR35 arrestin U2OS	Yfh1-off respiration	AID2073
#1 COc1cccc(CNC(=O)C2CCN(S(=O)(=O)c3ccc4c(c3)CCC(=O)N4)CC2)c1
  5%	-0.2%	13%	0%	-1.5	57	-2%	-13%	i	5%
#2 CCCC1=NN(C(=O)CCc2ccccc2O)C(O)(C(F)(F)F)C1 (stereo not drawn)
  5%	-0.2%	21%	5%	2.6	54	-6%	-9%	i	-1%
#3 Cc1ccc(NC(=O)CSc2nnc(C3CCCCC3)n2N)cc1F
  1%	0.1%	-5%	-6%	-0.3	79	6%	19%	i	6%
#4 C/C(=N\NC(=S)NC1CCCCC1)c1ccc(OC(F)F)cc1OC(F)F
  -2%	0.3%	-1%	-8%	1.3	75	11%	10%	i	2%
#5 Cc1cc(NC(=O)Cn2c(=O)c3c(ncn3CC(C)C)n(Cc3ccccc3)c2=O)no1
  1%	-1.0%	6%	-2%	-0.4	96	-6%	7%	i	-1%
#6 CNc1ccc(S(=O)(=O)NC)cc1[N+](=O)[O-]
  -2%	-0.5%	9%	-11%	0.7	31	-8%	4%	i	-5%
#7 NC(=O)c1ccc(Oc2ccc3c(c2)CCC3)c([N+](=O)[O-])c1
  2%	0.7%	5%	-4%	0.3	33	-4%	5%	/	-1%
#8 CC1=NN(c2ccc(Cl)c(C(=O)O)c2)C(=O)/C1=C\c1ccc(-c2ccc(C(=O)O)cc2)o1
  21%	1.0%	?	19µM*	/	/	13%	-5%	i	36%
#9 COc1ccccc1NC(C)C(=O)N/N=C/c1cccs1 (stereo not drawn)
  8%	0.1%	16%	0%	2.0	44	19%	-13%	i	2%
#10 O=C1NC2=C(C(=O)CCC2)C(c2ccccc2Cl)N1 (stereo not drawn)
  8%	-0.1%	3%	-4%	0.0	98	1%	1%	/	1%
#11 C=CCOc1c(Br)cc(CNc2ccc(NC(=O)C(C)C)c(OC)c2)cc1OCC
  13%	-0.3%	21%	3%	0.8	44	-23%	-10%	i	16%
#12 CC1c2[nH]c3ccccc3c2CCN1S(C)(=O)=O (stereo not drawn)
  1%	0.0%	-4%	-3%	-1.3	31	18%	-1%	i	12%
#13 Cc1csc(Sc2ccc(S(=O)(=O)N3CCCC3)cn2)n1
  5%	0.2%	11%	1%	3.7	53	-3%	-3%	i	0%
#14 CC(=O)c1cccc(NC(=O)c2cnccn2)c1
  12%	-0.1%	1%	-7%	0.8	58	10%	14%	/	-1%
#15 Cc1ccc(NCc2nnc(SCCN3CCCCC3)n2CC2CCCO2)cc1Cl (stereo not drawn)
  6%	-0.2%	0%	-2%	2.1	93	-6%	-7%	i	11%
#16 CCN(CC)c1nc(-c2ccccc2)nc2c1sc(=S)n2CC
  6%	0.2%	-1%	-3%	0.2	54	12%	4%	i	2%
#17 CCCCNC(=O)c1cc2nc3c(c(C(F)(F)F)n2n1)CCc1ccccc1-3
  2%	-0.1%	4%	2%	8.4	63	11%	2%	i	23%
#18 Cc1ccc(CC(=O)N2CCN(c3cccc(C(F)(F)F)c3)CC2)cc1
  8%	0.0%	3%	-2%	1.9	48	3%	-3%	i	14%
#19 O=C(Nc1ccccc1)c1cnc2n(c1=O)CCS2
  -2%	-0.1%	1%	-3%	2.1	57	1%	0%	i	-13%
#20 O=[N+]([O-])c1nn(-c2ccc3c(c2)OCCO3)n(O)c1=Nc1ccc(Cl)cc1
  6%	-0.1%	3%	-6%	3.7	38	-4%	0%	i	18%
#21 COc1ccc(C2N(c3ccccc3)CCN2c2ccccc2)cc1O
  10%	-0.2%	8%	-10%	9.3	79	12%	1%	i	-10%
#22 CCNc1nc(Nc2ccc(C)c(Cl)c2)c2cnn(C)c2n1
  /	2.4%	-9%	-4%	18	89	-18%	-22%	/	17%
#23 Cc1cccnc1NC(=O)c1cccc(S(=O)(=O)N2CCN(c3ccccc3)CC2)c1
  8%	/	18%	6%	2.7	37	/	/	/	/
#24 Cc1ccccc1NC(=O)CSCCN1C(=O)c2ccccc2C1=O
  15%	0.1%	3%	-6%	-0.4	116	-6%	-18%	i	1%
#25 Cc1ccc(-c2c(=O)n(OCc3ccccn3)c3ccccc3[n+]2[O-])cc1
  /	0.8%	7%	/	/	/	10%	0%	i	6%
#26 COC(=O)c1cc(NC(=O)c2cccc(F)c2)cc(C(=O)OC)c1
  -3%	0.2%	6%	-7%	0.9	67	14%	0%	i	3%
#27 CCOC(=O)CSCc1c(C#N)c2ccccc2n1C
  6%	-0.1%	5%	2%	1.1	70	12%	-2%	i	0%
#28 Cc1ccccc1Cn1nnc2c1C(=O)c1ccccc1C2=O
  5%	/	23%	-4%	2.3	78	/	/	i	/
#29 Oc1ccc(C2=NN(c3ccccc3)C(c3ccc(F)cc3)C2)cc1 (stereo not drawn)
  13%	-0.1%	2%	-6%	61*	93*	60%*	79%*	/	32%
#30 N/C(=N\OS(=O)(=O)c1ccc2ccccc2c1)c1cccnc1
  9%	0.2%	7%	-3%	-0.5	80	5%	2%	i	-8%
#31 CC(=O)N1c2ccc(S(=O)(=O)NCCC(=O)Nc3ccccc3C)cc2CC1C (stereo not drawn)
  -3%	0.1%	9%	-6%	0.8	66	-25%	-3%	/	8%
#32 O=C(NCCN1CCN(c2ccccc2)CC1)c1ccc2c(c1)[nH]c(=S)n1c3ccccc3nc21
  -2%	0.0%	5%	2%	-1.5	66	9%	13%	i	?
#33 COc1ccc(S(=O)(=O)N2CCOCC2)cc1NC(=O)CCc1nc2ccccc2c(=O)[nH]1
  8%	0.0%	-3%	-3%	0.5	53	4%	-1%	/	-7%
#34 COc1ccc(C(=O)C23CC4CC(C2)CC(C(=O)c2ccc(OC)cc2)(C4)C3)cc1
  5%	0.2%	5%	-3%	4.4	60	10%	-10%	i	-8%
#35 O=C(Cn1ccc(C(F)(F)F)n1)Nc1ccc(S(=O)(=O)NCc2ccco2)cc1
  7%	/	6%	-10%	2.1	83	/	/	i	/
#36 CCCC(=O)n1nc(-c2ccccc2)nc1SC
  9%	0.3%	6%	-1%	-2.8	73	7%	-15%	/	8%
#37 CC(CCc1ccccc1)NC(=O)CN1CCc2ccccc2C1 (stereo not drawn)
  -3%	-0.3%	1%	4%	0.3	53	-14%	-12%	i	2%
#38 COc1cc(C(=O)NCCC(=O)N2CCCCC2)cc(OC)c1OC
  4%	-0.2%	17%	2%	-1.6	87	6%	4%	/	11%
#39 CC(C)(O)c1cn(-c2nonc2N)nn1
  4%	-0.1%	20%	-7%	-1.1	57	-12%	7%	i	3%
#40 Cn1c(COc2ccccc2)nc2ccccc21
  11%	-0.1%	14%	/	0.0	55	-3%	22%	/	7%
#41 CC(C)CC(C(=O)O)N1C(=O)C2C3CC(C2C1=O)C1C(c2ccccc2)c2sc(=O)[nH]c2SC31 (stereo not drawn)
  -4%	0.6%	11%	8%	-1.8	67	-1%	-9%	i	-10%
#42 COc1cc(/C=N/NC(=O)CCn2nnc3ccccc32)ccc1O
  59µM*	0.2%	8.6µM*	-2%	3.4	78	-4%	-5%	i	-1%
#43 O=C(COC(=O)c1n[nH]c2ccccc12)NC(=O)NC12CC3CC(CC(C3)C1)C2
  2%	-0.1%	17%	1%	7.7	80	6%	21%	i	17%
#44 O=C(NCCCCCCNC(=O)NCc1ccco1)NCc1ccco1
  /	0.2%	18%	/	/	/	11%	18%	/	6%
#45 C=CCn1c(SCC(=O)Nc2nc3ccccc3s2)nnc1-c1ccccc1O
  5%	-0.2%	-4%	2%	0.3	50	5%	-9%	i	6%
#46 O=C(/C=C/c1cccc(F)c1)OCC(=O)N1CCCc2ccccc21
  -4%	/	17%	0%	1.1	56	/	/	/	/
#47 CSc1cccc(NC(=O)CSc2nc3ccccc3o2)c1
  1%	0.6%	0%	2%	-0.4	49	-14%	-4%	i	5%
#48 O=C1N(c2ccccc2)C[C@@H]2C[C@@H](c3cc4ccccc4o3)N3CCC[C@@]123
  6%	0.0%	18%	-5%	1.3	82	5%	-2%	i	32%
#49 Cc1[nH]n(-c2ccccc2)c(=O)c1N=Nc1ccccc1O
  8%	0.1%	21%	-2%	23	101	8%	-4%	i	13%

Compound profiles, as listed above. Screens in order: Rac1 GTP hydrolysis | GPR55 activation | Large T inhibition | Dengue-2 NS5 capping | NTR1 ag | NTR1 ag cell count 20 µM | GPR55 LPI antagonism | GPR35 arrestin U2OS | Yfh1-off respiration | AID2073
Profile of `CCCC1=NN(C(=O)CCc2ccccc2O)C(O)(C(F)(F)F)C1` (stereo not drawn) = 5% | -0.2% | 21% | 5% | 2.6 | 54 | -6% | -9% | i | -1%
Profile of `C=CCOc1c(Br)cc(CNc2ccc(NC(=O)C(C)C)c(OC)c2)cc1OCC` = 13% | -0.3% | 21% | 3% | 0.8 | 44 | -23% | -10% | i | 16%
Profile of `Cc1ccc(-c2c(=O)n(OCc3ccccn3)c3ccccc3[n+]2[O-])cc1` = / | 0.8% | 7% | / | / | / | 10% | 0% | i | 6%
Profile of `O=C(NCCCCCCNC(=O)NCc1ccco1)NCc1ccco1` = / | 0.2% | 18% | / | / | / | 11% | 18% | / | 6%
Profile of `Cc1csc(Sc2ccc(S(=O)(=O)N3CCCC3)cn2)n1` = 5% | 0.2% | 11% | 1% | 3.7 | 53 | -3% | -3% | i | 0%

Bioassay records deposited in PubChem BioAssay by several laboratories.
